Screens from PubChem BioAssay.
PAFAH1B2 FP inh: PAFAH1B2 enzyme inhibitors, primary screen, biochemical, fluorescence polarization, human | actives 1.2% (n = 340,000) | inhibition, % at 3.39 µM | AID 492953, 2010 | Platelet-activating factor acetylhydrolase IB subunit alpha2 (Homo sapiens), P68402 | recombinant PAFAH1B2, FP-rhodamine activity probe;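 active = inhibition above the mean of all tested compounds plus 3 SD, cut at about 24% in these data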;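 also: 0% = enzyme with DMSO and 100% = wells lacking PAFAH1B2; many of its hits are not listed in these tables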
Target sequence (P68402 whole entry, looked up): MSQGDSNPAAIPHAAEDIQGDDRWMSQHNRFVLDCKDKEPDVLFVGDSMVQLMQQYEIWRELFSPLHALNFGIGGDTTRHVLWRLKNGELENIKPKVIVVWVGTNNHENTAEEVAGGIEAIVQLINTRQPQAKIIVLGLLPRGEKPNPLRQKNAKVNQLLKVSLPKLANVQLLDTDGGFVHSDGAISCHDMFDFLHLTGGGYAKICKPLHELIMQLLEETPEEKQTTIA
PAD4 FP inh: human PAD4 inhibitors, primary screen, biochemical, fluorescence polarization, 1536-well format; actives 0.41% (n = 330,000); AID 485272, 2010; recombinant PAD4, RCA probe fluorescence polarization; inhibition, % at 6.36 µM;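 active = percent inhibition above a cutoff equal to the mean of all tested compounds plus 3 SD, cut at about 15% in these data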;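 also: 0% = PAD4 with RCA probe and DMSO and 100% = probe without PAD4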
LYPLA2 inh: LYPLA2 inhibitors, primary screen, counter-screen for PME1 inhibitor project, biochemical, fluorescence polarization, FP-Rh probe ABPP; inhibition, % at 5.9 µM; AID 2177, 2009; Acyl-protein thioesterase 2 (Homo sapiens), O95372; recombinant LYPLA2; actives 0.38% (n = 320,000);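 active = inhibition above the screen-wide mean plus 3 SD, limit set per campaign, cut at about 26% in these data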;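 also: 0% = LYPLA2 with DMSO and 100% = wells lacking LYPLA2 enzyme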
Target sequence (O95372 whole entry, looked up): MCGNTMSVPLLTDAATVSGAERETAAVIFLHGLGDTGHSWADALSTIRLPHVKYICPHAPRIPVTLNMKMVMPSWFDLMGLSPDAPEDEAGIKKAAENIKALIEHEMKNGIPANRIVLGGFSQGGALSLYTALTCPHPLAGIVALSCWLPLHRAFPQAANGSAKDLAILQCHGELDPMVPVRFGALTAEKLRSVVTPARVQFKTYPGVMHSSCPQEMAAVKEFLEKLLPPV
GSTO1 counter: inhibitors of recombinant GSTO1, primary screen, counter-screen for RBBP9 inhibitor project, biochemical, fluorescence polarization; Glutathione S-transferase omega-1 (Homo sapiens), P78417; activity-based probe fluorescence polarization; inhibition, % at 5.96 µM; actives 1.1% (n = 300,000); AID 1974, 2009;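 active = inhibition above the campaign mean inhibition plus 3 SD, cut at about 35% in these data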;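 also: 0% = GSTO1-1 with DMSO and 100% = wells lacking GSTO1-1 enzyme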
Target sequence (P78417 whole entry, looked up): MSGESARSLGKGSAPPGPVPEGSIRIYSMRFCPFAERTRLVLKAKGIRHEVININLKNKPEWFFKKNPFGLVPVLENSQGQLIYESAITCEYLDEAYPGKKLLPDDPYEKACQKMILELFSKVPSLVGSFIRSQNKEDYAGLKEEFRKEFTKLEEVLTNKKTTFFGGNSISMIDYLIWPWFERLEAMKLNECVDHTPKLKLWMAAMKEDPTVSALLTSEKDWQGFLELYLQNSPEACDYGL
PME-1 inh: PME-1 inhibitors via competitive probe labeling, primary screen, biochemical, fluorescence polarization, FP-Rh probe, HTS; Protein phosphatase methylesterase 1 (Homo sapiens), Q9Y570; recombinant PME-1; inhibition, % at 5.9 µM; actives 0.53% (n = 320,000); AID 2130, 2009;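 active = inhibition above the campaign mean of all compounds plus 3 SD, cut at about 26% in these data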;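 also: competitive labeling of PME-1 active site by serine hydrolase directed probe; 0% = PME-1 with DMSO and 100% = wells lacking PME-1 enzyme; inhibitors block probe labeling so polarization falls and inhibition rises; many of its hits are not listed in these tables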
LYPLA1 counter: LYPLA1 inhibitors, primary screen, counter-screen for PME1 inhibitor project, biochemical, fluorescence polarization, FP-Rh probe ABPP; AID 2174, 2009; Acyl-protein thioesterase 1 (Homo sapiens), O75608; actives 0.16% (n = 320,000); inhibition, % at 5.9 µM; recombinant LYPLA1;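 active = inhibition above the mean of all tested compounds plus 3 SD, set per campaign, cut at about 14% in these data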;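 also: inhibitors block serine hydrolase probe labeling of LYPLA1 so polarization falls; 0% = enzyme with DMSO and 100% = wells lacking LYPLA1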
PAFAH1B3 FP inh: PAFAH1B3 enzyme inhibitors, primary screen, biochemical, fluorescence polarization, human. recombinant PAFAH1B3, FP-rhodamine probe. inhibition, % at 3.39 µM. actives 0.28% (n = 340,000). AID 492972, 2010;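 active = inhibition above the screen-wide average of all tested compounds plus 3 SD, cut at about 25% in these data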;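 also: 0% = enzyme with DMSO only and 100% = wells lacking PAFAH1B3 protein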
Target sequence (Q15102 whole entry, looked up): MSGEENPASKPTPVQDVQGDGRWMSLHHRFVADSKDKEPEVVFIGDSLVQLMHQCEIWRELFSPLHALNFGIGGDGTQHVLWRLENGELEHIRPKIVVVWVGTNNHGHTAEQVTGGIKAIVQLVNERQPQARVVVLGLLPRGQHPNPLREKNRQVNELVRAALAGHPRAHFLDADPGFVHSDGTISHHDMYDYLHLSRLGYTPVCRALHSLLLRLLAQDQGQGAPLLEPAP
pPAFAH inh: pPAFAH enzyme inhibitors, primary screen, biochemical, fluorescence polarization, human; recombinant pPAFAH, FP-rhodamine probe fluorescence polarization; actives 1.5% (n = 330,000); inhibition, % at 3.39 µM;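 active = inhibition above the mean inhibition across the screen plus 3 SD, cut at about 25% in these data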;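 also: inhibitors block binding of the rhodamine activity-based probe so polarization drops; 0% = enzyme with DMSO and 100% = wells lacking pPAFAH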
PREPL inh: PREPL enzyme inhibitors, primary screen, biochemical, fluorescence polarization. Prolyl endopeptidase-like (Homo sapiens), Q4J6C6. recombinant PREPL, fluorescence polarization activity-based probe. inhibition, % at 5.96 µM. actives 0.68% (n = 320,000); in the data active = inhibition above about 43%;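 also: 0% = enzyme with DMSO and 100% = wells lacking enzyme; many of its hits are not listed in these tables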
The depositor's hits bear a star; / = not tested or not shown. A portion of the library; rates above refer to the full screens.

SMILES	PAFAH1B2 FP inh	PAD4 FP inh	LYPLA2 inh	GSTO1 counter	PME-1 inh	LYPLA1 counter	PAFAH1B3 FP inh	pPAFAH inh	PREPL inh
CCCS(=O)(=O)c1c(S(=O)(=O)CCC)c2ccc(C(N)=O)cn2c1C(=O)OC	0	1	3	1	4	2	3	-2	5
O=C(c1nn2c(C(F)(F)F)cc(-c3ccco3)nc2c1Br)N1CCCc2ccccc21	0	-10	-12	-2	5	-4	6	-1	5
CS(=O)(=O)Nc1ccc(S(=O)(=O)N2CCCC2)cc1	1	-1	7	1	0	4	4	-3	0
COc1cccc2c(=O)n(CC(=O)N3CCC(C)CC3)ccc12	6	0	1	4	5	3	2	5	3
CCCN(CC(=O)Nc1ccccc1C)C(=O)c1ccc(S(=O)(=O)N2CCCC2)cc1	2	3	3	9	-1	-1	10	9	-3
c1ccc(Oc2cccc(CN3CCCCC3)c2)cc1	2	-2	4	6	-1	2	5	3	6
Cc1ccc(C(C)C)c(OCCCCN2CCNCC2)c1	-1	3	2	-2	1	0	12	2	-12
CC(C(=O)O)N1C(=O)CSc2ncccc21 (stereo unspecified)	-2	0	-3	3	-5	-1	7	2	-8
COc1ccc(OC)c(S(=O)(=O)NC(C)(C)C)c1	0	-6	2	4	2	3	-1	0	8
COc1nc(OC)nc(N2CCC(C(=O)Nc3cccc4ccccc34)CC2)n1	1	-4	-1	8	-2	1	-5	-6	1
CCOC(=O)C1CCN(S(=O)(=O)c2ccc3c(c2)CCCN3C(C)=O)CC1	-3	2	6	-2	0	2	-2	5	21
COc1ccc(N(CC(=O)Nc2ccc3c(c2)OCO3)S(=O)(=O)c2ccc(F)cc2)cc1	4	-4	2	5	2	-1	0	13	-74
O=S(=O)(c1ccc(S(=O)(=O)N(Cc2cccs2)CC2CCCO2)cc1)N1CCCCC1 (stereo unspecified)	3	1	-3	-1	1	1	2	2	12
Cc1cccnc1CN1CCN(C(=O)CCc2nnc(CCc3ccccc3)o2)CC1	5	-1	-2	-3	2	0	8	0	0
O=C1CS/C(=N/N=C/c2c[nH]c3ccccc23)N1	/	0	0	1	12	1	/	2	1
c1ccc(-c2nnc(SCc3nc4ccccc4[nH]3)o2)cc1	2	-1	0	-7	-8	0	4	-2	-1
CCOc1cc(-c2nnc(-c3ccco3)o2)cc(OCC)c1OCC	0	-4	4	-3	3	-1	9	-3	14
O=C(O)c1ccc2c(c1)C(=O)N(c1cccc(C(=O)/C=C/c3ccccc3)c1)C2=O	3	-3	12	-5	1	4	13	2	-38
CC(=O)Nc1ccc(SC[C@H](Cc2ccccc2)N2CC[C@@H](O)CCC2=O)cc1	4	2	7	/	3	-1	9	0	-5
Cc1c(C(C)CCCO)oc(=O)c2c1Oc1c(C)c(C(C)C[C@@H](C)O)oc(=O)c1C2 (stereo partly specified)	4	-1	2	/	-4	1	5	3	11
CCN(CC)CCCn1c2c(c(SCC(=O)Nc3nc(C)cs3)nc1=O)CCC2	3	3	6	9	3	3	9	-1	0
CCOC(=O)CC(NC(=O)c1cc2cccc(OC)c2oc1=O)c1ccc(OC)cc1 (stereo unspecified)	4	-2	3	8	3	1	6	3	-16
Cc1nc(NC(=O)C2CC2)sc1C(=O)Nc1ccc(Br)cc1	1	2	-6	-3	-1	-9	-3	2	4
CCN1CCCc2cc(CN(CCN3CCOCC3)C(=S)Nc3cccc(C)c3)ccc21	2	-2	-2	7	0	-3	4	6	4
CCc1ccc(C(=O)CSc2nc(C)cc(=O)[nH]2)cc1	-2	-9	-4	-41	-3	2	5	-1	8
CCCOC(=O)c1ccc(NC(=O)Oc2ccccc2)cc1	3	2	-4	-3	-7	-2	8	3	9
c1cncc(-c2nc3ccccc3s2)c1	-2	2	8	12	-7	4	8	1	-20
Cc1occc1C(=O)NNC(=O)c1ccc(S(=O)(=O)N(C)C)cc1	0	-3	-2	/	0	-3	-2	0	7
COc1ccccc1CNC(=O)C(=O)Nc1nccs1	2	1	-1	-1	0	2	3	-1	-1
O=C(OCc1cccc(Cl)c1)c1cc(S(=O)(=O)N2CCCCC2)ccc1N1CCOCC1	1	-4	-6	-1	9	-2	8	8	3
COc1cc(/C=N/n2cnnc2)ccc1OC(=O)c1ccncc1	4	-4	2	3	-7	1	6	3	4
CC1Sc2ccc(S(=O)(=O)CCC(=O)Nc3cc(F)ccc3F)cc2NC1=O (stereo unspecified)	6	1	1	-3	-3	-1	0	4	-12
O=C(NNC(=O)c1cc(-c2ccccc2Cl)nc2ccccc12)c1csc(N2CCOCC2)n1	8	-3	0	-3	6	6	10	0	-3
COc1ccc(CN(CC(=O)NCC2CCCO2)C(=O)CCC(=O)Nc2nccs2)cc1 (stereo unspecified)	3	-1	6	3	1	0	4	1	10
O=C(CC1CCCCC1)NCCS(=O)(=O)N1CCN(c2ccccc2)CC1	6	4	-7	-9	0	-1	6	-4	-1
NS(=O)(=O)c1ccc(NC(=O)N2c3ccccc3Sc3ccccc32)cc1	8	2	1	6	1	-1	12	11	-5
COc1ccc2cc(C#N)c(SCC(=O)N3CC(=O)Nc4ccccc43)nc2c1	3	-4	2	7	-1	1	-5	-2	8
CC(C)(C)c1cc(CCC(=O)NCc2ccccn2)cc(C(C)(C)C)c1O	0	-5	-8	0	7	-10	-7	5	-3
Cc1ccc(Cl)cc1NC(=O)COC(=O)c1ccc(N2CCCC2)c([N+](=O)[O-])c1	/	-3	0	2	4	-2	/	5	12
NC(=O)CSc1nc(-c2ccccc2)c(-c2ccccc2)o1	7	4	2	9	-4	1	11	-1	-1
Cn1c(CSc2ncccn2)nnc1SCC(=O)N1CCCCCC1	6	0	-2	4	-2	-2	5	2	0
CCOC(=O)CSc1nc2ccc(C)cc2cc1C#N	0	-2	-1	4	3	-4	0	2	20
CC(=O)Nc1cc2c(cc1NC(=O)Cn1nnc(-c3ccc(C)o3)n1)OCCO2	1	-7	1	10	-2	0	7	-1	8
CC(C)C(=O)N1CCN(c2ccc(NC(=O)c3cccs3)cc2)CC1	0	0	1	-1	0	2	6	-6	-6
COC(=O)[C@]1(Cc2ccccc2)N[C@H](c2ccc(-c3ccc(OC)cc3)cc2)[C@@H]2C(=O)N(C)C(=O)[C@@H]21	3	-2	0	8	0	2	6	6	4
O=C(NCCc1ccc(Cl)cc1)C1CCCO1 (stereo unspecified)	10	-1	-3	-6	-7	3	0	3	5
O=C1CN(C(=O)N[C@@H](Cc2ccccc2)C(=O)N[C@@H](Cc2ccccc2)C(=O)O)c2ccccc2N1	5	0	-9	-6	2	-6	9	-4	2
Cn1c(N)c(C(=O)c2ccc(F)cc2F)c(=O)n(C)c1=O	4	-2	-3	-2	-4	-8	16	-3	1
O=C(COC(=O)c1cc(C(F)(F)F)cc(C(F)(F)F)c1)NCc1ccc(Cl)cc1	0	-2	4	1	-1	-2	7	5	3
CN(C)CCNC(=S)Nc1ccc(-c2nc3ccccc3[nH]2)cc1	-7	-5	5	-12	0	-1	2	-1	15
Next records.
SMILES	PAFAH1B2 FP inh	PAD4 FP inh	LYPLA2 inh	GSTO1 counter	PME-1 inh	LYPLA1 counter	PAFAH1B3 FP inh	pPAFAH inh	PREPL inh
COc1cc(OC)cc(C(=O)n2nc(C)cc2C)c1	0	1	-5	0	-7	-2	4	2	-10
COC(=O)Nc1ncc(CN2CCc3ccccc3C2)s1	5	-1	-1	-1	0	0	7	-5	0
O=C(/C=C/Nc1ccccc1OC(F)(F)F)C(F)(F)F	6	4	-7	12	-4	-1	6	-2	11
O=C(c1cc2nc(C3CC3)cc(C(F)(F)F)n2n1)N1CCCC1	3	4	0	11	-4	-3	0	3	6
O=C(Nc1ccc(NC(=S)NC(=O)c2cccs2)cc1)c1ccccc1	-4	4	9	0	-3	-2	8	1	11
O=C(O)CCC(=O)Nc1nc2ccccc2s1	-1	-1	-2	2	3	-1	-1	1	1
Clc1ccccc1CSc1nnc(/C=C/c2ccccc2)o1	5	-4	-2	1	-5	-5	-3	6	-8
Cc1cc(C(=O)Nc2sc3c(c2C#N)CCC(C)C3)cs1 (stereo unspecified)	9	1	5	4	-9	-2	7	5	8
O=C(N/N=C/c1ccccc1)c1sccc1OCc1ccc(F)cc1	8	3	6	-4	7	4	6	5	5
CC(=O)c1cccc(N(CC(=O)NC2CCCCC2)C(=O)Cn2nnc(-c3ccccc3)n2)c1	7	-1	-3	1	-2	3	-9	3	-5
COc1ccc(/C=N/n2c(-c3ccco3)nc3ccccc3c2=O)cc1	4	1	2	-4	0	2	-3	3	1
Cc1cc(NC(=O)CSc2cn(CCNC(=O)c3ccccc3)c3ccccc23)no1	3	-1	-5	-3	0	-1	-11	-6	-38
COc1cccc(NC(=O)CN(C)C(=O)COc2ccc3ccccc3c2)c1	0	-4	2	-2	-2	-2	13	-2	-4
C/C(=N\NC(=O)c1nc2ccccn2c1C)c1cc2ccccc2o1	4	-3	2	0	-3	-7	5	-1	1
Cc1ccc(S(=O)(=O)N(C)C)cc1NC(=O)CN1C(=O)NC2(CCCCCC2)C1=O	0	-5	-2	11	1	-3	-2	0	-3
O=c1ccc(-c2ccc(S(=O)(=O)Nc3cccc(Br)c3)o2)n[nH]1	5	0	-1	0	-4	5	10	4	13
Cc1ccc(C(=O)NCC(=O)OCC(=O)Nc2cc(S(=O)(=O)N3CCOCC3)ccc2C)cc1	4	-6	-4	-7	0	-1	2	3	-2
Cc1ccc2[nH]c(C(=O)Nc3ccc(F)cc3)cc2c1	1	-5	-6	-4	-5	-4	3	-2	1
Cc1nn(-c2ccccc2)c(NC(=O)c2cccs2)c(-c2ccc(Cl)cc2)c1=O	-9	-6	-2	2	-1	-2	0	10	-5
COCc1[nH]nc2c1C1(C(=O)N(C)c3ccccc31)C(C#N)=C(N)O2 (stereo unspecified)	0	4	1	-4	0	3	3	4	1
CC(=O)Nc1ccc(S(=O)(=O)NNC(=O)c2cccc(Br)c2)cc1	2	5	2	-2	-1	2	2	1	-13
Cc1[nH][nH]c(=O)c1C(c1c(C)[nH][nH]c1=O)c1cn(Cc2ccc(Cl)c(Cl)c2)c2ccccc12	14	33*	8	66*	4	1	19	18	41
Cc1ccc(C)c(NC(=O)c2ccc3c(=O)n4c(nc3c2)CCC4)c1	5	3	-2	/	-1	0	8	-1	2
COc1cccc(C(=O)NC(C)c2cccc3ccccc23)c1OC (stereo unspecified)	7	-1	1	2	-1	0	4	4	-14
COc1cccc(/C=N/n2c(-c3n[nH]c4c3CCC4)n[nH]c2=S)c1O	16	3	-1	7	3	-1	25	4	3
Cc1ccc(CNS(=O)(=O)c2cc3c4c(c2)CCN4C(=O)CC3)cc1	8	0	-3	-6	1	-3	5	-1	1
